Assay outcomes as filed in PubChem.
Yfh1-off respiration – enhancers of respiration in Yfh1-depleted yeast, dose response, Friedreich's ataxia, plus single-dose screen (AID 1465); S. cerevisiae Yfh1-off respiration, WST-1 reduction, 72 h; higher fold induction means a stronger effect; fold induction at 50 µM, or EC50 in µM where a hit was titrated; actives 0.074% (n = 220,000);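 active = fold induction of absorbance versus untreated yeast above a set limit, then at least 30% activation at any dose in follow-up; inconclusive = repeats straddling the limit, or above it without dose testing; inactive = fold induction below the set limit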;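 also: activators that raise dye reduction in frataxin-depleted yeast; strong numbers were not always called active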
ER stress rescue – protection against thapsigargin-triggered cell killing – 384-well, CSM14.1, ATP luminescence, primary screen (AID 1222); 190,000 tested, under 10 active; CSM14.1 thapsigargin-induced death rescue, ATP luminescence; higher % means a stronger effect; cellular ATP content (survival), % at 20 µM, or EC50 in µM where a hit was titrated;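 active = EC50 below 50 µM in the dose-response confirmation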;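 also: death triggered by thapsigargin at about 15 µM added after 2 h compound pretreatment; cell ATP read after overnight thapsigargin exposure of roughly 18 to 22 hours; normalized against plate controls of thapsigargin alone and 5% DMSO vehicle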
West Nile virus CPE – inhibition of WNV-induced cytopathic effect – cell-based, CPE readout (AID 1621). West Nile virus-infected cells, CPE inhibition; higher % means a stronger effect. CPE inhibition, % at 10 µM, or IC50 in µM where a hit was titrated. actives 0.02% (n = 290,000); in the data active = a potency from the dose series; inconclusive = CPE inhibition mostly from about 3.7% at the one dose, without a potency; inactive = the rest, 99 in 100 with CPE inhibition below about 2.2%; also: strong numbers were not always called active
Dengue-2 NS5 capping – Dengue-2 NS5 methyltransferase inhibitors, primary screen, biochemical, confirmation dose response (AID 588689). Dengue-2 NS5 methyltransferase capping enzyme assay, biochemical; higher % means a stronger effect. inhibition, % at 25 µM, or IC50 in µM where a hit was titrated. actives 0.3% (n = 340,000); in the data active = a potency from the dose series; inconclusive = inhibition above about 29% without an active follow-up result
Large T inhibition – TAg ATPase/helicase activity blockers – biochemical (AID 1903). SV40 large T antigen ATPase/helicase inhibition assay; higher % means a stronger effect. one-dose inhibition, % at 20 µM; IC50 in µM for titrated hits. actives 0.39% (n = 310,000); in the data active = a potency from the dose series; inconclusive = inhibition mostly from about 32% at the one dose, without a potency; inactive = the rest, 99 in 100 with inhibition below about 32%; also: strong numbers were not always called active
XIAP displacement – XIAP antagonists, biochemical, IAP family, fluorescence polarization (AID 1018) | actives 0.007% (n = 200,000) | displacement, % at 20 µM; hits with a dose series show IC50 in µM | XIAP BIR domain, fluorescence polarization peptide displacement; higher % means a stronger effect; in the data active = displacement above about 50%; also: a part of the inactive calls stands beside numbers as strong as those of hits
WT yeast gro inh – growth inhibition of WT yeast, mitochondrial fusion screen | mitochondrial fusion phenotypic screen, WT strain | inhibition, % at 10 µM | actives 2.1% (n = 190,000); in the data active = inhibition above about 58%; tested in S. cerevisiae
K1F lysis inhibition – inhibition of K1F phage lysis, E. coli UTI89, bacterial capsule biogenesis inhibitors, alamar blue (AID 488966); E. coli UTI89 K1F phage lysis, alamar blue, 2 h; higher % means a stronger effect; inhibition, % at 100 µM; hits with a dose series show IC50 in µM; actives 0.02% (n = 340,000);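 active = phage lysis inhibition, versus mean bacterial control, above a set limit; inconclusive = no clear call, values can overlap the other calls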;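 also: capsule biogenesis inhibitors block K1F phage lysis so surviving cells raise fluorescence; higher fluorescence means more inhibition of phage lysis; actives were called in the ten point dose series up to 300 µM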
RSV antiviral HEp-2 – RSV antiviral activity via CPE protection, HEp-2 cells, primary 10 µM value included (AID 2391); HEp-2 cells, RSV-induced CPE inhibition; higher % means a stronger effect; CPE inhibition, % at 10 µM; hits with a dose series show IC50 in µM; actives 0.13% (n = 310,000); in the data active = a potency from the dose series; inconclusive = CPE inhibition mostly from about 23% at the one dose, without a potency; inactive = the rest, 99 in 100 with CPE inhibition below about 21%; also: strong numbers were not always called active
WT yeast gro inh mutant strain – recorded beside WT yeast gro inh, whose call it bears; inhibition, %; mitochondrial fusion phenotypic screen, mutant strain inhibition
Dengue-2 NS5 capping pilot replicate – second read-out of Dengue-2 NS5 capping, no call of its own (marks repeat the call); inhibition, %; measured here: pilot screen replicate inhibition
* = called active by the depositor; i = inactive; ? = inconclusive; · = no result given; [ ] = remark or other dose. This is a random part of the collection, and some 2.2% of all compounds hit somewhere here.

SMILES	Yfh1-off respiration	ER stress rescue	West Nile virus CPE	Dengue-2 NS5 capping	Large T inhibition	XIAP displacement	WT yeast gro inh	WT yeast gro inh mutant strain	K1F lysis inhibition	RSV antiviral HEp-2	others
CC(C)CC1c2[nH]c3ccccc3c2CCN1CCCn1cccn1 (stereo unspecified)	i	-1.8%	-0.2%	·	12%	-0.1%	3	3	·	-0.1%
O=C(Nc1cccc(S(=O)(=O)NC2=NCCC2)c1)C1CC(=O)N(c2ccc3c(c2)OCCO3)C1 (stereo unspecified)	i	1.4%	-0.2%	-5%	16%	-5.2%	-4	9	0.5%	0.1%
O=C(NCCCN1CCOCC1)c1cccs1	i	-1.4%	0.6%	-4%	0%	-14%	-2	-10	5.6%	-0.1%
CC(=O)c1ccc(N=C2SCCCN2C(=O)C2CCCCC2)cc1	i	-2.6%	-0.2%	-8%	19%	-1.0%	-26	1	0.3%	0.7%
COc1ccc(C2c3ccc4ccccc4c3Oc3ncn(CCN(C)C)c(=N)c32)cc1 (stereo unspecified)	·	·	-2.3%	3%	28%	·	·	·	0.2%	-2.4%
c1ccc(-c2cc(-c3nn4c(-c5ccco5)nnc4s3)c3ccccc3n2)cc1	i	·	?	2%	6%	5.1%	11	0	7.6%	3.8%
Cc1cccc(CS(=O)(=O)c2ncc(Cl)c(C(=O)NCc3ccccc3)n2)c1	·	·	-0.4%	-74%	16%	·	·	·	-2.5%	-2.4%
CCN(CC)S(=O)(=O)c1ccc(NS(=O)(=O)CC23CCC(CC2=O)C3(C)C)cc1 (stereo unspecified)	i	-3.3%	-0.5%	-1%	8%	-1.5%	-8	12	0.6%	5.9%
COC(=O)C1=C(CN2CCCc3ccccc32)NC(=O)NC1c1ccc(F)cc1 (stereo unspecified)	i	2.5%	-0.3%	-7%	16%	0.6%	-7	0	1.4%[50 µM]	9.9%
COc1nc(OC)nc(N2CCC(C(=O)NCc3ccc(F)cc3)CC2)n1	i	0.4%	-0.4%	-5%	-4%	2.1%	-20	-55	3.3%	-1.1%
CCCc1c(C)c(C#N)c2nc3ccccc3n2c1NCCCN1CCOCC1	i	2.8%	0.1%	-3%	-11%	-5.5%	13	0	-0.3%	1.5%
S=C(NCc1ccco1)Nc1ccc(Cl)cn1	·	·	-1.2%	3%	19%	·	·	·	1.3%[50 µM]	1.0%
CC(=O)c1ccc(O)c(CC=C(C)C)c1O	i	·	-0.1%	-16%	·	·	·	·	-0.8%	-0.7%
CCOC(=O)c1sc(NC(=O)/C=C/c2c(F)cccc2Cl)nc1C	i	5.5%	-0.1%	2%	3%	-4.4%	3	-26	2.4%	0.6%
CCN(CC)c1ccc(/C=N/NC(=O)CC(C)C)cc1	i	2.8%	-0.8%	4%	-3%	-2.1%	1	-5	0.0%	-1.2%
CN1C(=O)CC(N2CCN(CCN=CC3=C(O)CC(C)(C)CC3=O)CC2)C1=O (stereo unspecified)	i	-2.7%	0.1%	3%	1%	-4.9%	-3	-8	0.6%	1.4%
CC(C)c1nc2sc3c(=O)[nH]c(=S)[nH]c3c2c2c1CCC2	i	22%	0.0%	·	4%	-0.4%	6	16	·	·
CSCCC(=O)N1CCC(n2nccc2NC(=O)c2ccc3c(c2)OCO3)CC1	·	·	-0.5%	3%	9%	·	·	·	1.5%	0.4%
CC1(C)CC(=O)c2sc(N)nc2C1	i	·	0.4%	-2%	23%	-3.2%	18	12	0.2%	2.4%
COC(=O)c1c(NC(C)=O)sc(C)c1C	i	-0.6%	-0.3%	2%	7%	-8.0%	4	2	-0.4%	1.1%
O=C(NNS(=O)(=O)c1ccc(F)cc1F)c1csc(-c2cccnc2)n1	i	·	0.7%	5%	5%	·	·	·	-1.5%	2.1%
Cc1cc(C(=O)COC(=O)CCCN2C(=O)c3ccccc3C2=O)c(C)n1C	i	-1.5%	0.2%	-6%	2%	-5.9%	-18	0	0.6%	1.5%
CC(=O)c1ccc(S(=O)(=O)NCCC(=O)OC(C)C(=O)Nc2ccc(F)cc2)cc1 (stereo unspecified)	·	·	·	5%	11%	·	·	·	3.5%[50 µM]	0.3%
CC(C)OCCCNC(=O)CNC(=O)c1cccs1	i	0.3%	-0.3%	-4%	15%	-10%	14	-5	0.3%	-1.7%
c1cc2c(cc1C1=NNC(=NC3CC3)SC1)OCCO2	i	-5.8%	-0.9%	0%	14%	-4.2%	26	26	-0.1%	-1.2%

Among those listed so far, three contain two or more sulfur atoms.
SMILES	Yfh1-off respiration	ER stress rescue	West Nile virus CPE	Dengue-2 NS5 capping	Large T inhibition	XIAP displacement	WT yeast gro inh	WT yeast gro inh mutant strain	K1F lysis inhibition	RSV antiviral HEp-2	others
CCN(CC)S(=O)(=O)c1ccc(NS(=O)(=O)CC23CCC(CC2=O)C3(C)C)cc1 (stereo unspecified)	i	-3.3%	-0.5%	-1%	8%	-1.5%	-8	12	0.6%	5.9%
CC(C)c1nc2sc3c(=O)[nH]c(=S)[nH]c3c2c2c1CCC2	i	22%	0.0%	·	4%	-0.4%	6	16	·	·
O=C(NNS(=O)(=O)c1ccc(F)cc1F)c1csc(-c2cccnc2)n1	i	·	0.7%	5%	5%	·	·	·	-1.5%	2.1%

(listing goes on)
SMILES	Yfh1-off respiration	ER stress rescue	West Nile virus CPE	Dengue-2 NS5 capping	Large T inhibition	XIAP displacement	WT yeast gro inh	WT yeast gro inh mutant strain	K1F lysis inhibition	RSV antiviral HEp-2	others
O=C(CC(=O)c1ccccc1)Nc1ccccn1	·	·	-0.3%	-12%	3%	·	·	·	0.6%	0.2%
C=CCNc1nc(-c2ccc3c(c2)OCCO3)cs1	·	·	-0.2%	-10%	31%	·	·	·	0.0%	5.8%
CCC1Oc2ccccc2N(CC(=O)NCCN2CCCC2)C1=O (stereo unspecified)	·	·	-0.2%	-4%	-2%	·	·	·	-0.2%	·
CCC1(C)Cc2sc3c(=O)[nH]c(=S)[nH]c3c2CO1 (stereo unspecified)	i	-0.3%	0.9%	2%	9%	-7.5%	7	-5	-2.5%	3.7%
CCCSc1nc(N2CCCC2)c2c(c1C#N)CC(C)(C)OC2	i	1.4%	-0.2%	0%	9%	-2.7%	9	2	0.2%	1.1%
CC(C)c1nc2cc(C(=O)N3CCNC(=O)C3c3cccc(F)c3)ccc2o1 (stereo unspecified)	·	·	0.0%	-3%	9%	·	·	·	1.7%	9.0%
CC12CS(=O)(=O)CC1SC(=S)N2c1ccccn1 (stereo unspecified)	i	-1.5%	0.1%	0%	-4%	-7.6%	4	12	0.0%	0.6%
O=S(=O)([N-]c1nc2ccccc2nc1-[n+]1ccc(CCCc2ccccc2)cc1)c1cccs1	i	·	0.0%	15%	27%	·	·	·	-0.5%	-1.2%
Cc1ccc(-c2cc(O)cc3sc(=O)oc23)cc1C	i	·	-0.2%	0%	10%	·	·	·	-4.5%[50 µM]	2.1%
CCn1c(=O)c(C(=O)NNS(=O)(=O)c2ccc(NC(=O)OC)cc2)c(O)c2ccccc21	·	·	-0.1%	-2%	24%	·	·	·	0.2%	4.3%
Cc1ccc(C(=O)CSc2ccccc2C(=O)O)cc1	·	·	0.1%	9%	7%	·	·	·	0.2%	3.6%
O=c1[nH]c(S)c(/C=C2\C=Nc3ccccc32)s1	i	·	0.0%	·	35%	·	·	·	·	0.0%
O=C(COC(=O)/C=C/c1ccc(S(=O)(=O)N2CCOCC2)cc1)NC1CCCCCCC1	i	-0.8%	0.1%	-6%	8%	-0.2%	11	6	1.0%	0.8%
COc1ccc(C(C)=O)cc1COc1ccc(-n2cnnn2)cc1	i	-2.0%	0.4%	·	14%	-9.2%	2	6	1.4%	2.8%
COc1ccc(/C=C/CN2CCCC(C(=O)c3ccc(OC)c(F)c3)C2)cc1 (stereo unspecified)	i	-1.1%	-1.8%	0%	-1%	-1.8%	24	22	0.2%	6.5%
O=C(N/C=C/c1ccco1)NCc1ccccc1	i	-0.1%	0.1%	-8%	21%	-4.2%	0	-3	-1.1%	0.3%
Cc1ccc(S(=O)(=O)Nc2nc(C)cc(-n3nc(C)cc3C)n2)cc1	i	-2.5%	-0.2%	0%	6%	-2.1%	7	19	-2.2%	1.2%
COc1ccc(OCC(=O)N2CCN(C(=O)c3ccc([N+](=O)[O-])cc3)CC2)cc1	i	-2.3%	-0.6%	3%	·	-0.8%	-16	-2	0.1%	1.0%
COc1ccc(NCc2nnc(SCC(=O)c3ccc(C)cc3)o2)cc1	i	-4.1%	-0.1%	-12%	18%	-1.6%	-7	9	-0.4%	13%
C=CCn1c(Cc2cccs2)nnc1SCC(=O)Nc1cccc(OC)c1	i	0.3%	-0.6%	1%	6%	-4.2%	13	4	-0.2%	2.4%	Dengue-2 NS5 capping pilot replicate=0.0
CC1CCC(=NNC(=O)Cc2ccccc2)CC1 (stereo unspecified)	i	-1.3%	-0.3%	-3%	2%	-2.8%	-9	-4	2.4%	2.3%
COc1ccc(-c2cn(-c3cccc(C)c3)c(=O)[nH]2)cc1OC	i	-1.4%	0.2%	2%	5%	-6.0%	7	-3	2.5%	0.6%
Brc1ccc(-c2nc3ncccn3c2Nc2ccc3c(c2)OCCO3)o1	i	1.1%	1.4%	-4%	?	1.1%	-13	5	1.7%	4.8%
CC(NC(=O)CCCCCCN1C(=O)c2ccccc2C1=O)c1ccc2c(c1)CCCC2 (stereo unspecified)	i	2.7%	-0.9%	4%	8%	-0.5%	-14	13	6.0%	3.8%
CN(C)S(=O)(=O)c1ccc(NC(=O)CN2CCc3ccccc32)cc1	i	·	-0.3%	1%	23%	·	·	·	0.3%	3.6%
Cn1c(Cc2ccccc2)nnc1SCc1nc2ccccc2c(=O)[nH]1	i	-1.1%	0.0%	-4%	2%	-4.2%	-11	-10	-0.8%	-1.5%
COC(=O)Cc1c(C)c2cc(Cl)c(OC(=O)c3ccco3)cc2oc1=O	i	-0.9%	0.5%	-8%	24%	-3.0%	33	24	1.3%	6.8%
COc1ccc(C(=O)NC(CC(=O)O)c2cc([N+](=O)[O-])ccc2Cl)cc1 (stereo unspecified)	i	-1.4%	0.2%	·	12%	3.5%	10	3	·	-0.9%

By substructure: the compounds so far with a nitro group on carbon.
SMILES	Yfh1-off respiration	ER stress rescue	West Nile virus CPE	Dengue-2 NS5 capping	Large T inhibition	XIAP displacement	WT yeast gro inh	WT yeast gro inh mutant strain	K1F lysis inhibition	RSV antiviral HEp-2	others
COc1ccc(OCC(=O)N2CCN(C(=O)c3ccc([N+](=O)[O-])cc3)CC2)cc1	i	-2.3%	-0.6%	3%	·	-0.8%	-16	-2	0.1%	1.0%
COc1ccc(C(=O)NC(CC(=O)O)c2cc([N+](=O)[O-])ccc2Cl)cc1 (stereo unspecified)	i	-1.4%	0.2%	·	12%	3.5%	10	3	·	-0.9%
